FID counter = fluorescent intercalator displacement, NS3 helicase counter-screen | DNA fluorescent intercalator displacement, fluorescence | inhibition, % at 7.9 µM | actives 0.17% (n = 290,000); in the data active = inhibition above about 37%;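 also: 0% = vehicle and 100% = reference compound; higher means more ethidium bromide displaced from hairpin DNA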
OXTR ag = activates the human oxytocin receptor; CHO-OTR cells, Fluo-8 calcium fluorescence; normalized: DMSO 0%, oxytocin 100%; activation, % at 3 µM; actives 0.32% (n = 320,000); AID 2435;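 active = activation above the mean of all tested compounds plus 3 SD, cutoff set per screening run, cut at about 20% in these data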;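 also: peak over basal fluorescence ratio from a 100 s FLIPR kinetic read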
NS3 helicase inh = inhibitors of Hepatitis C virus NS3 helicase; inhibition, % at 10.9 µM; NS3 helicase DNA unwinding, Cy5 molecular beacon fluorescence; actives 0.56% (n = 290,000);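 active = inhibition above the mean of all tested compounds plus 3 SD, set per campaign, cut at about 35% in these data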;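 also: 0% = DMSO wells and 100% = thioflavine S control wells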
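Material: hepatitis C virus NS3 helicase domain fragment enzyme; measured by: Cy5 fluorescence, 0 and 60 min reads; control set: DMSO and thioflavine S; incubation: 60 min unwinding reaction at 25 °C after ATP addition; read-out basis: % inhibition from 60/0 min fluorescence ratio, DMSO 0%, thioflavine S 100%; repeats: singlicate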
PHOSPHO1 inh = blocks human PHOSPHO1 phosphatase activity; recombinant PHOSPHO1, absorbance phosphatase assay; inhibition, % at 13.3 µM; actives 1.1% (n = 290,000); in the data active = inhibition above about 60%
Target sequence (Q8TCT1 whole entry, looked up): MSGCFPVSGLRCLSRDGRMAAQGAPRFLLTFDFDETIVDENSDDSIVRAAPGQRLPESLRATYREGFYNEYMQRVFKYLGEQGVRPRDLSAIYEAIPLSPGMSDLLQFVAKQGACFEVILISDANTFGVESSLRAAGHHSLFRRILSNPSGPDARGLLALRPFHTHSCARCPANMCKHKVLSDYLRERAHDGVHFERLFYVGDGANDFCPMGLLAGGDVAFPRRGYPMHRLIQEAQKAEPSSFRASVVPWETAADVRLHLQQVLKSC
GalR3 antagonist = blocks the human galanin receptor 3 | O60755 | HEK293 GalR3-CNG cAMP membrane potential fluorescence; galR3 body fused to GalR1 C-terminus | inhibition, % at 3 µM | actives 0.44% (n = 360,000) | AID 651719;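 active = inhibition above the screen-wide average plus 3 SD, cut at about 13% in these data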;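 also: forskolin and galanin both at EC90 stimulate the cells; cAMP rise reported by CNG channel membrane potential dye signal; 0% = forskolin plus galanin with DMSO and 100% = forskolin alone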
Target sequence (O60755 1-299 limits assumed): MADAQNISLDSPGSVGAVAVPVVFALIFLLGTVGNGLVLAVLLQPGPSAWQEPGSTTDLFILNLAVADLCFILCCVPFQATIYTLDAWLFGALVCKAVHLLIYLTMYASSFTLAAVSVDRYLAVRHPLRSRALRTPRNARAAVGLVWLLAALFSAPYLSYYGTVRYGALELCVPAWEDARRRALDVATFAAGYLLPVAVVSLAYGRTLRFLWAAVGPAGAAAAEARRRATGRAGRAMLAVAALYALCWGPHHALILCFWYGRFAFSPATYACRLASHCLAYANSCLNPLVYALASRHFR
IMP-1 inh = blocks Pseudomonas aeruginosa IMP-1 metallo-beta-lactamase; purified IMP-1, nitrocefin hydrolysis, epi-absorbance fluorescence; actives 0.45% (n = 290,000); inhibition, % at 5.6 µM;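 active = inhibition above the mean plus 3 SD of all compounds in the same screening run, cut at about 4.5% in these data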;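 also: 0% = IMP-1 with DMSO and 100% = DMSO wells lacking enzyme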
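System: Purified recombinant IMP-1 metallo-beta-lactamase enzyme | Measured by: Fluorescence quenching readout, ex 480/em 530 nm | Replication: Singlicate | Incubation: 15 min preincubation plus 25 min reaction at 25 °C | Evaluation: Percent inhibition from optical density relative to buffer-blank wells | Benchmarks: DMSO with and without IMP-1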
V1aR counter = V1a receptor agonism, counter-screen for OXTR agonists; actives 0.25% (n = 320,000); activation, % at 3 µM; P37288; CHO-V1R cells, Fluo-8 calcium fluorescence, agonist mode; 0% DMSO, 100% 3 nM vasopressin;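 active = activation above the mean activation of all tested compounds plus 3 SD, per screening run, cut at about 20% in these data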;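 also: signal is peak over basal fluorescence ratio across a 100 second FLIPR read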
VIM-2 inh = inhibitors of Pseudomonas aeruginosa VIM-2 metallo-beta-lactamase; purified VIM-2, nitrocefin hydrolysis, epi-absorbance fluorescence; inhibition, % at 5.6 µM; actives 0.89% (n = 290,000); AID 1527;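 active = inhibition above the mean of all tested compounds plus 3 SD, cutoff set per screening run, cut at about 7.5% in these data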;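 also: red hydrolysis product quenches plate fluorescence so inhibitors raise well fluorescence; 0% = enzyme with DMSO and 100% = DMSO without enzyme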
GPR7 antagonist = human neuropeptides B/W receptor 1 antagonism; inhibition, % at 4.4 µM; P48145; GPR7-expressing cells, fluorescence antagonist assay; actives 1.1% (n = 290,000); AID 1861; in the data active = inhibition above about 16%, passing the limit was not always enough;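 also: cells stimulated with the agonist NPW; 0% = agonist with vehicle and 100% = vehicle without agonist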
Target sequence (P48145 whole entry, looked up): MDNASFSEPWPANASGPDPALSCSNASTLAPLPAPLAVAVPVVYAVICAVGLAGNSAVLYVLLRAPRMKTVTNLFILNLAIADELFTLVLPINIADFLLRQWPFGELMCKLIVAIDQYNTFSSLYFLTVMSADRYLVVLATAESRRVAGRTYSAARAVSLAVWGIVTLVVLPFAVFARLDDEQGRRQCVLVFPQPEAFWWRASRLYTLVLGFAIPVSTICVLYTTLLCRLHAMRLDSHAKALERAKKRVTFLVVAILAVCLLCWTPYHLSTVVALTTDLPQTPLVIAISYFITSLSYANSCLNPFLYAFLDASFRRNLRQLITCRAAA
The depositor's hits bear a star; / = no result given.

Structure,OXTR ag,GalR3 antagonist,PHOSPHO1 inh,NS3 helicase inh,FID counter,GPR7 antagonist,V1aR counter,VIM-2 inh,IMP-1 inh
O=C(COc1ccccc1[N+](=O)[O-])N/N=C/c1ccc[nH]1,-1.3,3,3,-3,-5,-9,-0.1,-4.0,-3.5
CC1CCCCC12NC(=O)N(CC(=O)NCc1ccc3c(c1)OCO3)C2=O (stereo unspecified),0.0,2,-23,1,-21,-14,2.4,-2.3,-1.2
CCOC(=O)C1CCN(C(=O)CCc2c(C)nc3ncnn3c2C)CC1,0.1,-4,13,3,-2,1,0.8,2.4,-0.8
CC(C)Sc1nc2c(c(=O)n(C)c(=O)n2C)n1C,0.1,-9,-4,5,0,-5,0.2,-2.6,-5.2
CCOc1ccc(Nc2nc(N3CCCC3)nc(N3CCN(c4ccc(OC)cc4)CC3)n2)cc1,-0.3,-3,-17,-3,8,-11,0.2,-0.6,-2.2
Cc1cc(C)cc(NS(=O)(=O)c2ccc3c(c2)C(C)(C)C(=O)N3C)c1,0.1,1,12,0,-29,2,0.8,-0.2,-0.8
CCOc1ccc(/C=C2/Sc3ccc(C(=O)N4CCOCC4)cc3N(C)C2=O)cc1OC,1.9,-4,54,-18,-57,0,7.5,2.4,0.1
Cc1ccc(-n2c(C)cc(/C=N/Nc3ccc([N+](=O)[O-])cn3)c2C)c(C)c1,-2.1,-1,99*,22,-6,-3,-0.8,0.8,0.2
Cn1cc(CN2CCC(Oc3ccc(C(=O)N4CCCC4)cc3)CC2)cn1,0.9,-5,24,8,7,-2,0.4,-3.8,-1.6
CCN1CCCC(OC(=O)Nc2ccccc2)C1 (stereo unspecified),0.7,-2,-3,8,0,-14,1.5,-1.2,-2.1
O=C(CCCCCCC(=O)c1ccccc1)c1ccccc1,-1.4,-3,32,-8,-6,0,-0.4,0.5,-1.8
COc1ccc(/C=C(/NC(=O)/C=C/c2ccccc2)C(=O)N2CCOCC2)cc1,0.1,6,8,4,-30,-12,0.4,-2.7,-2.1
CN1CCn2c1nc(N1CCOCC1)nc2=O,0.4,-2,-1,-12,-3,-4,1.3,-3.6,-2.7
N#C/C(=C/c1ccco1)C(N)=S,2.0,5,-1,24,2,2,2.0,0.9,1.7
O=C(CNCc1ccc(F)cc1)Nc1ccc(S(=O)(=O)N2CCOCC2)cc1,3.3,-7,17,-4,1,-6,4.0,-3.3,-3.9
CCN(c1cccc(C)c1)S(=O)(=O)c1ccc2[nH]c(=O)c(=O)[nH]c2c1,0.7,/,-4,0,-7,2,0.8,-2.6,-4.7
COc1cc2c(cc1OC)C(c1ccccc1)N(C(=O)c1ccccc1F)CC2 (stereo unspecified),-1.9,-13,1,-4,-33,22,-1.0,-1.4,-0.3
Cc1[nH]c(C)c2c(=O)n(Cc3ccc(Cl)cc3)ncc12,1.2,-1,28,-10,-12,-12,-0.3,-2.1,0.3
CC(C)[C@H](NC(N)=O)C(=O)NCCc1ccc(Cl)cc1Cl,-0.3,-5,-31,-3,2,-3,0.3,1.4,-1.3
O=C(c1ccco1)c1cn(CC(=O)N2CCCCCC2)c2ccccc12,-0.6,6,20,-7,-16,-2,-1.0,-0.8,-1.5

Part of the list above, showing only FID counter, VIM-2 inh and GalR3 antagonist.
mol	FID counter	VIM-2 inh	GalR3 antagonist
O=C(CCCCCCC(=O)c1ccccc1)c1ccccc1	-6	0.5	-3
CCN(c1cccc(C)c1)S(=O)(=O)c1ccc2[nH]c(=O)c(=O)[nH]c2c1	-7	-2.6	/

Other entries follow.
Structure,OXTR ag,GalR3 antagonist,PHOSPHO1 inh,NS3 helicase inh,FID counter,GPR7 antagonist,V1aR counter,VIM-2 inh,IMP-1 inh
Fc1ccc(Cn2nnc(-c3ccc(Cl)cc3)n2)cc1,-0.9,-9,23,-1,-5,-8,-0.6,-2.7,-1.1
O=C(O)C1CC(O)CN1S(=O)(=O)c1cccs1 (stereo unspecified),0.7,-3,-2,-4,-1,4,0.5,-4.0,-1.9
COc1ccccc1NC(=O)CN1CCN(CC(=O)Nc2ccc3c(c2)OCCO3)CC1,-1.3,-1,5,-3,-14,-7,-0.2,-3.0,-1.3
CC1(C)Cc2nc3sc4c(=O)n(CC(=O)NCc5ccco5)cnc4c3cc2CO1,2.1,-5,-4,1,1,-3,1.1,-5.8,-3.2
Fc1ccccc1/C=N/NC(=S)Nc1ccc(Cl)cc1Cl,0.9,4,5,4,-4,13,0.2,-4.9,-7.2
COc1cc(N)ccc1NC(=O)c1cc2ccccc2o1,-1.2,-5,/,-1,0,6,-0.1,2.2,7.5*
Cc1cc(N2CCOCC2)nc2ccc(NC(=S)N3CCN(c4ccccc4)CC3)cc12,1.6,-1,-24,-23,-1,-3,1.6,-5.7,-6.5
Cc1ccc(N2C(=O)Cc3ccccc3C2=O)cc1,1.5,-3,20,-3,-4,-9,0.5,-0.3,-3.0
CN(C)CCNc1nc(S(=O)(=O)c2ccccc2)c(Cl)s1,1.6,-8,-24,6,7,-2,1.4,-1.2,-3.1
Cc1ccc(-c2nnn(CC(=O)N(CC(=O)NC3CCCCC3)c3cnc4ccccc4c3)n2)o1,-0.7,-3,/,4,-31,-1,-0.4,-2.5,-1.0
CCn1nc(C)cc1C(=O)N1CCCC(Nc2ccc(F)c(F)c2)C1 (stereo unspecified),-0.6,1,19,1,-16,0,1.1,-2.8,-3.3
COc1ccc(C)cc1N(C(=O)c1snc(C(N)=O)c1N)C(C(=O)NC1CCCCC1)c1ccc(C)o1 (stereo unspecified),/,-14,18,-8,-33,22,/,-3.6,-5.6
N#Cc1ccc(COC(=O)CSc2nnc(N)s2)cc1,-0.6,-4,-4,11,-7,-8,-0.1,-1.5,-2.3
Cc1nn(CCCC(=O)Nc2c(F)cc(F)cc2Br)c(C)c1[N+](=O)[O-],0.1,-4,16,15,-1,-2,-0.8,-2.9,-2.6
O=C(NC1CCc2ccccc21)c1cc(COc2cncc(Cl)c2)on1 (stereo unspecified),6.5,-2,23,5,-28,2,8.9,-1.1,-4.3
CCSc1ccc(-c2ccco2)nn1,-0.7,-2,-11,4,0,-10,-0.6,-1.4,-3.0
Cc1ccc(S(=O)(=O)NC2=NCCC2)cc1,0.3,-1,-10,6,1,-6,-0.3,-3.0,-3.7
CCc1c(C#N)c(SCc2c(C)noc2C)nc2c1C(=O)CC(C)(C)C2,-1.1,0,-8,8,-7,-13,0.4,-1.8,1.0
COc1ccc(CC(=O)NCCS(=O)(=O)N2CCN(c3ccc(F)cc3)CC2)cc1OC,5.4,-10,43,-1,-42,-12,7.9,-1.8,-1.5
NS(=O)(=O)c1ccc(N=Nc2c[nH]c(=O)c(O)c2)cc1,1.4,-8,25,9,2,-5,1.7,-9.5,-9.6

Overlap with the part before: 3 entries, then new ones.
Structure,OXTR ag,GalR3 antagonist,PHOSPHO1 inh,NS3 helicase inh,FID counter,GPR7 antagonist,V1aR counter,VIM-2 inh,IMP-1 inh
CCc1c(C#N)c(SCc2c(C)noc2C)nc2c1C(=O)CC(C)(C)C2,-1.1,0,-8,8,-7,-13,0.4,-1.8,1.0
COc1ccc(CC(=O)NCCS(=O)(=O)N2CCN(c3ccc(F)cc3)CC2)cc1OC,5.4,-10,43,-1,-42,-12,7.9,-1.8,-1.5
NS(=O)(=O)c1ccc(N=Nc2c[nH]c(=O)c(O)c2)cc1,1.4,-8,25,9,2,-5,1.7,-9.5,-9.6
Cc1cc(S(=O)(=O)N2CCCCC2)ccc1OCC(=O)Nc1ccccc1,2.0,0,34,-10,-28,-9,7.0,-0.2,-1.9
NC(=O)N/N=C/c1ccccc1OC(=O)c1ccccc1Br,0.3,-5,16,-1,-20,-3,0.1,-3.4,-3.4
CCCc1nc(SCC(=O)NC2CCCC2)c2ccccc2n1,-0.9,-8,37,8,-30,-2,0.8,-4.1,-3.3
Cc1ccc(NC(=O)C2C3C=CC(O3)C2C(=O)O)c(C)c1 (stereo unspecified),0.9,-5,14,-5,1,-4,0.0,-2.6,-2.4
C=CCn1c(SCC(=O)NC2CC2)nnc1C1CC1,0.9,-2,/,6,-2,8,1.8,0.0,0.1
O=C(CCc1ccccc1)Nc1ccc2c(c1)OCCO2,0.7,-5,10,2,-1,5,3.9,-1.2,-0.2
O=C(Nc1cc(Sc2nc3ccccc3s2)cc([N+](=O)[O-])c1)c1ccccc1,-1.5,0,4,10,7,-4,-0.4,1.6,-1.3
CC1(C)CCC(=O)N2CC[C@H]3C[C@H](OC(=O)Nc4ccc(Br)cc4)C[C@@H]1[C@H]32,0.8,-3,21,-28,-30,-4,4.9,0.6,-1.8
CCOc1cccc2cc(C(=O)NCc3ccccc3Cl)c(=O)oc12,-0.9,-3,25,-4,-2,-4,-0.6,1.0,-2.5
O=C(N/N=C/c1cccc(O)c1)C(=O)N1CCCCCC1,0.0,-7,30,-4,-7,-18,-0.2,0.7,-2.2

IMP-1 inh, entries above that show a hit.
SMILES	GalR3 antagonist	PHOSPHO1 inh	NS3 helicase inh	GPR7 antagonist	VIM-2 inh	IMP-1 inh
COc1cc(N)ccc1NC(=O)c1cc2ccccc2o1	-5	/	-1	6	2.2	7.5*

(further entries)
Structure,OXTR ag,GalR3 antagonist,PHOSPHO1 inh,NS3 helicase inh,FID counter,GPR7 antagonist,V1aR counter,VIM-2 inh,IMP-1 inh
COc1ccc(OC)c(CNC(=O)CCCn2ccc3cc(S(=O)(=O)N4CCCC4)ccc32)c1,2.6,2,34,-8,-50,-8,4.4,-1.5,-2.4
Cc1oc(-c2ccccc2)nc1CS(=O)CC(=O)O (stereo unspecified),-1.3,-1,20,6,-6,-16,-0.3,1.3,0.1
COC(=O)Cn1c(C)nc([N+](=O)[O-])c1Br,0.1,7,40,-9,-1,5,1.4,1.0,-0.6
S=C(Nc1ccc(OCc2ccccc2)cc1)Nc1cccc(Cl)c1Cl,1.7,1,4,-3,3,0,0.6,-0.2,-1.6
COc1ccc(CC(=O)N/N=C/c2sccc2C)cc1,0.4,-12,-11,-4,-9,-6,0.5,-0.5,-0.6
CCOC(=O)c1ccccc1NC(=O)Cn1cnc2c(cnn2-c2ccc(F)cc2)c1=O,/,-1,16,3,-2,-7,/,-0.2,-5.5
CCOC(=O)c1cc(C)nc(SC)c1C#N,-4.0,-2,-6,5,-5,9,-1.8,-3.0,-2.7
Nc1ccc(N2CCCCCC2)cc1,0.2,/,39,23,3,5,-0.2,0.6,-1.6
C=CCNc1ccc(N2C(=O)CCCC2=O)cc1[N+](=O)[O-],-0.8,-10,28,1,-1,3,1.2,-2.4,-3.1
Cc1cc(O)ccc1Nc1nc(-c2cccs2)cs1,1.0,-5,28,3,-1,-15,1.3,-2.7,-2.4
COc1ccc(-c2nnc(-c3ccc(F)cc3)o2)cc1,-0.7,-4,16,-4,-21,26,0.2,-1.7,-1.2
